# Screening results: PubChem BioAssay, Broad Institute
# DENV2 CPE: inhibitors of DENV2 cytopathic effect, primary screen, cell-based, plate reader, single concentration | DENV2-infected cells, cytopathic effect rescue | 350,000 tested, 1.7% active | CPE inhibition, % at 9.99 µM; in the data active means CPE inhibition above about 20%, passing the limit was not always enough; inconclusive means no clear call, values can overlap the other calls; tested in BHK-21 cells;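 further: 0% = median of neutral control wells and 100% = median of positive control wells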
# EWS-Fli inh: EWS/Fli-driven NR0B1 reporter inhibitors, primary screen, A673 cells, NR0B1 luciferase, luminescence, MLPCN library; 350,000 tested, 0.67% active; viability-normalised; inhibition, % at 12.6 µM;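 active means mean inhibition of at least 50% after viability correction, with every replicate also passing that limit; inconclusive means mean reaches 50% but only one of two replicates passes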;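 further: firefly luciferase signal divided by Alamar Blue viability fluorescence both relative to DMSO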
# F508del corr: F508del CFTR correction, initial screen, CFBE line, single point; CFBE cells, YFP halide quenching; stimulated with forskolin plus potentiator P3; % fluorescence drop versus neutral controls; AID 720511, 2013; activity (quench increase), % at 7.58 µM; 350,000 tested, 0.36% active;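 active means mean added fluorescence quench of at least 8% versus neutral control, with both replicates also reaching 8%; inconclusive means only one of the mean or replicate conditions met; inactive means mean below 8% and not both replicates reaching 8%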;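 further: cells transiently co-express mutant CFTR-F508del with the halide-sensitive YFP; corrector assay measuring rescue of mutant channel to the surface after 24 h compound exposure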
# ERp5 inh: inhibitors of ERp5-driven insulin aggregation, primary screen, biochemical, turbidity, absorbance 650 nm, single point | Protein disulfide-isomerase A6 (Homo sapiens), Q15084 | 90 min | inhibition, % at 9.99 µM | 350,000 tested, 0.05% active | AID 651711, 2012;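 active means mean replicate inhibition above about 25%, with every replicate also reaching it, limit read from the data, passing the limit was not always enough; inconclusive means only one of those two criteria met; inactive means neither criterion met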
# Target sequence (Q15084 whole entry, looked up): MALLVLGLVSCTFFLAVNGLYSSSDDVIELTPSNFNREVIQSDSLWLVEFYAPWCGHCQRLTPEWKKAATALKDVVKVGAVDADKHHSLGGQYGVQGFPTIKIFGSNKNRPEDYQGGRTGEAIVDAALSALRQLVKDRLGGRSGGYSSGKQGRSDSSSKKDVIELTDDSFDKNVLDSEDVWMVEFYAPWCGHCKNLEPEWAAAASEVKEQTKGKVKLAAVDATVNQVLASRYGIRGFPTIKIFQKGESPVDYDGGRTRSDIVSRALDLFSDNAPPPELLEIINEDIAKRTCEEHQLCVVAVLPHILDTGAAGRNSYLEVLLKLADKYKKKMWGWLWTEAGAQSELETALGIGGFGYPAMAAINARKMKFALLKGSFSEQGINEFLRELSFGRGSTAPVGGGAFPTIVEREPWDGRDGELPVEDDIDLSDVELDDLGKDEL
# GSIS activator: GLuc luminescence reporter in INS-1E cells, primary screen for activators of glucose-dependent secretion of insulin; INS-1E GLuc reporter insulin secretion, 2-3 h; activation, % at 16.6 µM; 370,000 tested, 0.61% active;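 active means lowest replicate activation of at least 40%, so every replicate reaches that level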;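 further: 0% = median of neutral control wells and 100% = median of IBMX positive control wells; some compounds called inactive have numbers as strong as hits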
# Xi reactivation: activators of inactive X chromosome reactivation, primary screen, imaging, XiGFP fibroblasts, GFP high-content imaging, set 2. XiGFP mouse fibroblasts, % GFP-positive cells imaging, 3 d; cells co-treated with 5-aza-dC sensitizer; scaled so ellipticine positive control = 100%. AID 743238, 2013. activation, % at 7.58 µM. 360,000 tested, 0.055% active;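 active means mean normalized replicate activation at least 10% and every replicate at or above 10%; inconclusive means only one of the two criteria met; inactive means mean below 10% and not all replicates reach 10%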;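 further: 0% = median of on-plate neutral control wells and 100% = ellipticine 6 µM median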
#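 Material: XiGFP fibroblasts, SV40-immortalized; Buffer or medium: DMEM containing 5-aza-dC; Compound dosing: single point; Times: 3 days compound exposure.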
# ARNT-TACC3 inh: disruptors of ARNT/TACC3 protein interaction, primary screen, biochemical, AlphaScreen, single concentration. inhibition, % at 9.99 µM. AID 623870, 2012. 390,000 tested, 0.66% active. Transforming acidic coiled-coil-containing protein 3 (Homo sapiens), Q9Y6A5. AlphaScreen His-ARNT PAS-B/GST-TACC3 binding, luminescence; TACC3 fragment carries E629A point mutation;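 active means mean inhibition of replicates at least 50% and at least half of replicates each reaching 50%; inconclusive means half or more replicates reach 50% but mean below 50%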;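 further: 0% = complete ARNT plus TACC3 wells and 100% = ARNT alone without TACC3; many hits fall short of the cut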
# PAX8 inh HTS: inhibitors of PAX8-driven TPO luciferase reporter, primary screen, RMG-I cells, single concentration | SteadyGlo, 24 h | inhibition, % at 12.6 µM | 360,000 tested, 1.2% active | AID 652154, 2013;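 active means mean replicate inhibition at least 60% with every replicate also reaching 60%; inconclusive means only one of the two criteria is met; inactive means mean below 60% and not all replicates reaching 60%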;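 further: luciferase light reporting Pax8 driven TPO promoter activity; plate controls were median of neutral control wells for no effect and mitoxantrone controls for full effect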
# * hit, by the source's call; ? = inconclusive; · = not tested or not shown.
SMILES,DENV2 CPE,EWS-Fli inh,F508del corr,ERp5 inh,GSIS activator,Xi reactivation,ARNT-TACC3 inh,PAX8 inh HTS
Cc1ccc(C(=O)CC(=O)COc2ccc(Cl)cc2)cc1,·,-1,0.8,3,-1,0.1,0,-5
O=C(COC(=O)c1ccccc1O)Nc1ccc2ccccc2c1,-1,-4,-0.2,-11,-5,0.1,8,-15
O=C(Cc1ccncc1)NCC[C@@H]1CC[C@@H](NC(=O)C2CCCCC2)[C@H](CO)O1,14,4,2.4,12,2,0.0,-4,-1
O=C(NCc1ccc(Cl)cc1)C(=O)NCC1OCCN1C(=O)c1ccc(Cl)cc1 (configuration not stated),-1,-12,3.4,2,13,0.3,-20,13
C[C@H]1CN([C@@H](C)CO)C(=O)c2cccc(NC(=O)C3CCCCC3)c2O[C@@H]1CN(C)Cc1ccncc1,-1,-2,0.2,1,6,0.0,-2,3
O=C(NCCCCc1ccccc1)C1CC(c2cc(C(F)(F)F)cc(C(F)(F)F)c2)=NO1 (configuration not stated),-5,-4,-2.4,9,6,0.1,-2,-6
Cn1ncc(Br)c1C(=O)NCc1cccs1,14,-1,1.4,0,4,·,-15,·
COc1ccc(OC)c(NC(=O)Cn2cccc2)c1,·,-2,-0.1,-2,5,·,-2,·
Cc1cccc(C(=O)NCC(=O)OCc2cc(=O)n3ccsc3n2)c1,3,-1,-1.5,-2,13,0.0,2,10
CC(=O)Nc1ccc(NC(=O)C(C)n2nc(C)c([N+](=O)[O-])c2C)cc1 (configuration not stated),-5,7,0.1,4,0,-0.2,-1,-2
Cc1ccc(S(=O)(=O)N(C)C[C@H]2Oc3ccc(NS(=O)(=O)c4cn(C)cn4)cc3C(=O)N([C@H](C)CO)C[C@H]2C)cc1,·,3,-1.6,·,1,0.2,·,-15
COc1ccc(C(=O)Nc2ccc3c(c2)OC[C@@H](C)N(C)C[C@H](C)[C@@H](OC)CN(C)C3=O)cc1,-10,-2,·,1,11,0.0,-3,-3

# 3 entries already listed, sorted by molecular weight, falling.
SMILES,DENV2 CPE,EWS-Fli inh,F508del corr,ERp5 inh,GSIS activator,Xi reactivation,ARNT-TACC3 inh,PAX8 inh HTS
COc1ccc(C(=O)Nc2ccc3c(c2)OC[C@@H](C)N(C)C[C@H](C)[C@@H](OC)CN(C)C3=O)cc1,-10,-2,·,1,11,0.0,-3,-3
O=C(NCCCCc1ccccc1)C1CC(c2cc(C(F)(F)F)cc(C(F)(F)F)c2)=NO1 (configuration not stated),-5,-4,-2.4,9,6,0.1,-2,-6
O=C(COC(=O)c1ccccc1O)Nc1ccc2ccccc2c1,-1,-4,-0.2,-11,-5,0.1,8,-15

# (continued)
SMILES,DENV2 CPE,EWS-Fli inh,F508del corr,ERp5 inh,GSIS activator,Xi reactivation,ARNT-TACC3 inh,PAX8 inh HTS
CCC(=O)N1CC(=O)N2[C@@H](CO)[C@@H](c3ccc(-c4cccnc4)cc3)[C@@H]2C1,3,17,0.3,0,19,0.1,·,-1
O=C(COC(=O)CCc1ccccc1)NC(c1ccccc1)c1ccccc1,?,8,-2.1,-4,-17,0.0,7,-8
CCCc1c(C(=O)N/N=C/c2ccc(C)s2)nnn1-c1nonc1N,7,·,-2.3,2,9,0.1,6,-3
N#Cc1ccc(-c2ccc3c(c2)[C@@H]2[C@@H](CCN2C(=O)C2CC2)[C@@H](CO)N3)cc1,-5,3,-1.5,-3,-22,0.0,2,-1
CC(=O)c1ccc(C(=O)N2CCC(n3nccc3NC(=O)C3CC3)CC2)cc1,1,-8,-4.1,-10,16,0.0,·,-8
CC=Cc1ccc2n(c1=O)C[C@H]1[C@H](CO)[C@@H](C(=O)NCC(F)(F)F)N(CCc3ccccc3)[C@@H]21 (mixture of isomers),15,6,0.8,14,4,0.3,2,-11
CCCC(=O)Nc1ccc2c(c1)OC[C@@H](C)N(Cc1cccc(F)c1)C[C@H](C)[C@@H](OC)CN(C)C2=O,1,-1,-0.3,-1,-27,-0.5,23,12
CCOC(=O)C(=CNc1ccc(-c2ccco2)c(Cl)c1)C(=O)OCC,2,6,-1.7,-2,·,0.0,5,-25
Cc1cc2c(cc1C)C(c1ccccc1F)CC(=O)N2 (configuration not stated),5,?,0.7,-1,-2,0.0,1,36
C[C@H](CO)N1C[C@H](C)[C@@H](CN(C)Cc2ccncc2)Oc2ccc(NC(=O)Nc3ccc(F)cc3)cc2C1=O,16,-9,-2.5,5,3,-0.1,·,-4
Cc1ccc(Nc2nnc(SCC(=O)NCCN3C(=O)CSC3=O)s2)cc1,0,-26,1.0,-2,14,0.1,-2,-36
COc1ccc(OCc2csc(N)n2)cc1,·,-35,1.1,3,-10,0.3,2,-108

# Another view of some results above.
SMILES | DENV2 CPE | EWS-Fli inh | F508del corr | ERp5 inh | GSIS activator | Xi reactivation | ARNT-TACC3 inh | PAX8 inh HTS
CCC(=O)N1CC(=O)N2[C@@H](CO)[C@@H](c3ccc(-c4cccnc4)cc3)[C@@H]2C1 | 3 | 17 | 0.3 | 0 | 19 | 0.1 | · | -1
O=C(COC(=O)CCc1ccccc1)NC(c1ccccc1)c1ccccc1 | ? | 8 | -2.1 | -4 | -17 | 0.0 | 7 | -8
CCCc1c(C(=O)N/N=C/c2ccc(C)s2)nnn1-c1nonc1N | 7 | · | -2.3 | 2 | 9 | 0.1 | 6 | -3
N#Cc1ccc(-c2ccc3c(c2)[C@@H]2[C@@H](CCN2C(=O)C2CC2)[C@@H](CO)N3)cc1 | -5 | 3 | -1.5 | -3 | -22 | 0.0 | 2 | -1

# (listing goes on)
SMILES,DENV2 CPE,EWS-Fli inh,F508del corr,ERp5 inh,GSIS activator,Xi reactivation,ARNT-TACC3 inh,PAX8 inh HTS
CC(C)(C)OC(=O)N1CCC(C(=O)NCC2CCCO2)CC1 (configuration not stated),18,4,3.7,2,·,-0.2,-2,-12
Cc1nn2c(NC(C)C)c3c(nc2c1-c1ccccc1)CCC3,6,19,0.6,2,-9,0.0,-8,7
O=C(CSc1nnc2c(Cl)cc(Cl)cn12)N1CCN(c2ccc(F)cc2)CC1,·,·,·,·,-1,0.2,0,35
O=C(CCl)Nc1ccc(-c2ccccc2)cc1,9,64*,-4.9,4,-13,0.0,-4,46
CC(C)[n+]1ccn(C2=C([O-])c3ccccc3C(=O)/C2=N\S(=O)(=O)c2ccccc2)c1,-6,19,1.1,·,·,6.3,17,30
CC(C)N1CCc2c(sc(NC(=O)CCc3ccccc3)c2C(N)=O)C1,-5,6,-1.4,2,1,1.0,2,-1
CCc1ccc(-c2nc(CS(=O)CC(=O)NC3CC3)c(C)o2)cc1 (configuration not stated),-5,·,-1.7,-4,4,0.1,-5,-5
CCOc1ccc(C(=O)Nc2ccc(NC(=O)c3ccccc3)cc2)cc1Br,?,10,2.6,-1,3,0.0,-1,-21
CC(=O)c1ccc(OCC(O)CN(C)CCOc2ccc(Br)cc2)cc1 (configuration not stated),10,10,-3.6,2,-10,0.0,9,2
COc1ccc(CN(C)C[C@H]2OCCCC[C@H](C)Oc3ccc(NC(=O)Nc4ccc(C(F)(F)F)cc4)cc3C(=O)N([C@H](C)CO)C[C@@H]2C)cc1,-4,71*,7.4,-3,-12,0.0,16,83*
N#C[C@@H]1[C@@H](c2ccccc2-c2cccc(F)c2)[C@@H](CO)N1C(=O)C1CCC1,29*,-11,0.0,-3,-1,0.1,·,20
O=S1(=O)CC(N2CC=CC2)CN1Cc1cn(Cc2cccc(Cl)c2)nn1 (configuration not stated),-5,1,-1.9,3,0,0.0,·,-4
O=C(O)COCC(=O)N1CCN(c2cc(C(F)(F)F)nc3ccccc23)CC1,?,2,2.3,-2,27,0.4,0,11
COc1ccc2c3c(n(C)c2c1)[C@@H](CO)N(C(=O)C1CC1)CC31CN(C)C1,1,5,-0.6,9,21,0.4,·,-8
C[C@@H]1CN([C@@H](C)CO)C(=O)c2cc(C#CCc3ccccc3)cnc2O[C@H]1CN(C)Cc1cccnc1,-4,-6,-2.5,-3,-12,-1.3,-7,·
Cc1ccccc1S(=O)(=O)N1CC[C@@H]2[C@H]1c1cc(-c3ccc(F)cc3)ccc1N(C)[C@H]2CO,1,2,2.5,-1,9,-0.1,9,-30
COc1cccc(NC(=O)Nc2ccc3c(c2)C(=O)N(C)C[C@@H](OC)[C@@H](C)CN(CC2CC2)[C@H](C)CO3)c1,9,-33,-0.1,2,4,-0.1,2,-18
O=C(C1=C[C@H](c2ccc3c(c2)OCO3)C[C@H](OCc2ccc(CO)cc2)O1)N1CCCCCCC1,-12,6,-1.4,8,-17,0.2,-11,-3
CC1CC(C)CN(CCCNC(=O)CN2C(=O)COc3ccc(S(=O)(=O)N4CCOCC4)cc32)C1 (configuration not stated),4,·,-0.3,-1,-8,0.3,-4,-11
CC(=O)Nc1ccc(NC(=O)CN2C(=O)COc3ccc(S(=O)(=O)N4CCCCC4)cc32)cc1,-5,·,3.5,-7,-12,0.2,-6,-9
COc1ccc2c3c([nH]c2c1)[C@@H](CO)N(C(=O)Nc1ccc(F)cc1)CC31CCN(C(=O)Cc2ccccc2)CC1,7,-3,1.4,-3,-1,0.1,·,·
CCCCN(C)C(=O)CCC(=O)Nc1ccc2nc(N3CCN(C)CC3)cc(C)c2c1,-7,-9,3.7,5,-2,0.1,-2,-3
C[C@H]1CN([C@@H](C)CO)C(=O)Cc2cc(NC(=O)CCN3CCOCC3)ccc2O[C@H]1CN(C)S(=O)(=O)c1ccc(F)cc1,-7,-4,-4.7,-5,30,0.2,-11,-5
Nc1[nH]n(-c2ccccc2)c(=O)c1N=Nc1ccccc1,2,-147,0.2,3,-3,0.0,14,-67
C[C@@H]1CN([C@H](C)CO)C(=O)Cc2cc(NC(=O)CCC(F)(F)F)ccc2O[C@H]1CN(C)C(=O)Nc1ccc2c(c1)OCO2,0,7,-1.8,-18,-2,0.1,-5,-5
CC1(C(=O)NCc2ccc(Cl)cc2)CCN1C(=O)c1cccc(F)c1 (configuration not stated),12,-2,0.1,2,-1,0.0,·,-5

# Only PAX8 inh HTS and ERp5 inh (4 entries from above):
Compound,PAX8 inh HTS,ERp5 inh
CC(=O)Nc1ccc(NC(=O)C(C)n2nc(C)c([N+](=O)[O-])c2C)cc1 (configuration not stated),-2,4
Cc1nn2c(NC(C)C)c3c(nc2c1-c1ccccc1)CCC3,7,2
Cn1ncc(Br)c1C(=O)NCc1cccs1,·,0
C[C@@H]1CN([C@H](C)CO)C(=O)Cc2cc(NC(=O)CCC(F)(F)F)ccc2O[C@H]1CN(C)C(=O)Nc1ccc2c(c1)OCO2,-5,-18
